NPYLR7 ag – agonists of mosquito NPYLR7 receptor, primary screen, cell-based, Aedes aegypti, calcium fluorescence, mosquito biting behavior | Aedes aegypti neuropeptide Y-like receptor 7 (NPYLR7) | HEK293T NPYLR7/Galpha15, GCaMP6s calcium fluorescence | activation, % at 10 µM | actives 0.15% (n = 270,000); in the data active = activation above about 40%;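 note: 0% = vehicle and 100% = reference agonist at the receptor; some compounds past the cut are filed as inactive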
mcGAS inh – cyclic GMP-AMP synthase inhibitors, mouse, primary biochemical chemiluminescence. Q8C6L5. recombinant cGAS, Kinase-Glo ATP depletion luminescence. inhibition, % at 12.5 µM. actives 0.15% (n = 160,000);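 note: 0% = negative control wells and 100% = reference inhibitor with no enzyme activity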
hcGAS inh – Primary biochemical luminescence assay for human cyclic GMP-AMP synthase inhibitors; recombinant h-cGAS, ATP depletion, Kinase-Glo luminescence; actives 0.081% (n = 290,000); inhibition, % at 12.5 µM; AID 1259398, 2018;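 note: 0% = vehicle reaction and 100% = reaction without DNA for no activity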
Target sequence (Q8N884 whole entry, looked up): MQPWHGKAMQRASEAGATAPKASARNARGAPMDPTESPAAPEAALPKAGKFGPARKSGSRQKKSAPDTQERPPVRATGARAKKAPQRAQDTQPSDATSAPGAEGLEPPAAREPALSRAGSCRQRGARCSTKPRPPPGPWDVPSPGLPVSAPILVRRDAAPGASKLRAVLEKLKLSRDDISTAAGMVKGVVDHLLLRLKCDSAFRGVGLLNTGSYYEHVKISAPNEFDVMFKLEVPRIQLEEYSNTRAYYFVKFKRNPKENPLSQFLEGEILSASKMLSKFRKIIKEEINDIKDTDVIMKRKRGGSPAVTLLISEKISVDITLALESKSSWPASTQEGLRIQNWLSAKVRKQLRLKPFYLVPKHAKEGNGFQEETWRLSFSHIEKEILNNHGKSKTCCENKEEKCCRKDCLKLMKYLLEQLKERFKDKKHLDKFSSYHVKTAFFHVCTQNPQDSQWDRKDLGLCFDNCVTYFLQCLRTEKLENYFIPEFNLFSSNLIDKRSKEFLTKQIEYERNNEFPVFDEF
Starred values were filed as active, the others as inactive; / = not tested or not shown; & = joins results of further samples. Cut-off read from the data, not from the text of the source, unless noted: active = inhibition above about 40%; inactive = the rest.

Fields: NPYLR7 ag	mcGAS inh	hcGAS inh
- CCOC(=O)c1c(C)oc2cc(Br)c(OCC(=O)C(C)(C)C)cc12
  -1	-8	-4
- CCCCc1ncc(/C=C(\Cc2cccs2)C(=O)O)n1Cc1ccc(C(=O)O)cc1
  -24	/	-3
- O=C(CSc1nncn1-c1ccccc1F)NCCc1cccs1
  10	-7	-4
- CC1CN(S(=O)(=O)C2CCCN(C(=O)OCc3ccccc3)C2)C(C)CO1 (configuration not stated)
  4	/	-9
- COc1cc(NCCOc2ccc(C)cc2)cc(OC)c1OC
  3	/	-3
- N#Cc1c(-c2ccco2)c2c([nH]c1=S)CCC2
  4	/	1
- COCCOC(=NCc1ccccn1)NC(=O)c1ccc(Cl)c(Cl)c1
  17	-5	-1
- C#CCNC(=O)N1CCCN(C(=O)c2ccccc2)CC1
  4	/	-8
- CCc1nc(CC(=O)NCCCN(C)c2ccc(F)cc2)cs1
  -7	-13	-6
- COc1cn(CC(=O)NCc2ccc(C)cc2)c(CN2CCCCC2)cc1=O
  -1	-9	-5
- Cc1cc(C)c(C2NC(=O)N(C)C3=C2C(=O)N(CCc2ccccn2)C3)cc1C (configuration not stated)
  -2	-8	-6
- CC(=O)CC1(O)C(=O)N(CCOc2cccc3ccccc23)c2c(C)cccc21 (configuration not stated)
  -7	/	14
- CN(c1ccccc1)S(=O)(=O)c1ccc(Cl)cc1C(F)(F)F
  -2	/	-3
- COC(=O)c1c(I)c(I)nn1C
  0	/	-4
- C=C(C)Cn1c(SCCCO)nc2c1c(=O)[nH]c(=O)n2C
  /	-8	-9
- CNS(=O)(=O)CCCS(=O)(=O)C(C)c1ccc(F)cc1 (configuration not stated)
  5	/	-9
- CCC(=O)N(CC1CC1)c1cc(Cl)ccc1C#N
  9	/	-9
- Cc1cccc(-c2ccnc3nc(N4CCN(C(=O)c5cc6ccccc6s5)CC4)nn23)c1
  /	-6	-10
- Cc1ccc(Cl)cc1NC(=O)c1cccn(OCc2cccc(Cl)c2)c1=O
  13	-7	-5
- CCCCc1ccc(C(=O)N2CCN(c3nc(-c4cccc(F)c4)nc(C)c3CC)CC2)cc1
  -2	-4	0

Carrying on.
Fields: NPYLR7 ag	mcGAS inh	hcGAS inh
- CCCCCCCC(=O)N1CCN(c2cc(Cl)nc(SCC(=O)N3CCC4(CC3)OCCO4)n2)CC1C (configuration not stated)
  20	-5	-2
- CN(Cc1ccsc1)C(=O)c1ccc(C2CCCO2)s1 (configuration not stated)
  3	-22	-6
- COc1ccc(CN(CCC(C)C)CC(O)COCc2ccccc2)cc1 (configuration not stated)
  17	-4	-3
- Cc1cccc(S(=O)(=O)NC(=O)C2(C)CCN2C(=O)c2cccc3ccccc23)c1 (configuration not stated)
  3	/	-10
- Cc1nn(C)c(C)c1CCC(=O)NCc1ccc2c(c1)OCCCO2
  -12	/	-12
- Cn1ccnc1CN1CCCC(CCNS(C)(=O)=O)C1 (configuration not stated)
  5	/	0
- COc1cccc(CN2CCC(C(=O)NC(c3ccc(-c4ccccc4)cc3)c3cnccn3)CC2)c1 (configuration not stated)
  3	-2	2
- O=C(OCC(=O)N1CCc2sccc2C1)c1cc(=O)c2ccccc2o1
  8	-10	-8
- CCC(CC)NC(=O)CCc1nc(C2CCCN2C(=O)NC(C)C)no1 (configuration not stated)
  /	-6	-14
- COCC(C)NC(=O)c1cc(-c2cc(OC)c(OC)c(OC)c2)nc2ccccc12 (configuration not stated)
  13	-8	-6
- COC(=O)c1csc(NC(=O)CCCc2ccccn2)c1
  3	/	-3
- Cc1ccc(CN(C(=O)c2cnc3c(c2)c(=O)[nH]c(=O)n3C2CC2)C(C)C)o1
  4	/	-12
- CNc1nc2cnc(-c3ccccc3Oc3ccccc3)cc2n1-c1ccccc1
  14	-6	-7
- COc1ccccc1N1CCN(C(=O)c2cc3ccsc3n2CCCc2ccccc2)CC1
  5	-4	-9
- O=C(NC(C(=O)N/N=C\c1cccc(Cl)c1Cl)c1n[nH]c(=O)c2ccccc12)c1ccccc1 (configuration not stated)
  -5	/	-5
- CNc1cc(-c2ccc(C(=O)OC)cc2)ncn1
  2	/	-12
- Cc1ccc2[nH]c(O)c(N=NC(=O)c3cc(O)cc(O)c3)c2c1Br
  4	2	-1
- Cc1ncsc1CCNC(=O)CSCc1ccccc1Cl
  -17	/	2
- COc1ccc(NS(=O)(=O)c2ccc(F)cc2[N+](=O)[O-])c(OC)c1
  -6	/	-6
- CCCc1nc(CN2CCN(CC(O)c3ccccc3)C(C)C2)no1 (configuration not stated)
  -2	/	-3

Given as labelled records: part of the list above.
COc1ccc(NS(=O)(=O)c2ccc(F)cc2[N+](=O)[O-])c(OC)c1
  NPYLR7 ag: -6
  mcGAS inh: /
  hcGAS inh: -6
Cc1ncsc1CCNC(=O)CSCc1ccccc1Cl
  NPYLR7 ag: -17
  mcGAS inh: /
  hcGAS inh: 2

Additional records:
Fields: NPYLR7 ag	mcGAS inh	hcGAS inh
- CC(c1ccccc1)N1CCN(C(=O)c2cccc3ccccc23)CC1 (configuration not stated)
  12	-6	-3
- NC(N)=NCCN1CCCCCCC1
  -3&-4&-3	-2	-2&0&5
- Cc1nn(-c2ccccc2)c(Cl)c1CN1CCCC1c1ccc(O)cc1 (configuration not stated)
  9	/	-8
- CCOC(=O)C1(C)CCCN1C(=O)c1cccc2ccccc12 (configuration not stated)
  1	/	-18
- Cc1cc(C(=O)N2CCC2(C)C(=O)NS(=O)(=O)c2ccccc2Cl)nn1C (configuration not stated)
  -1	/	1
- Nc1nc(N2CCCCCC2)nc(N2CCN(Cc3ccccc3)CC2)c1[N+](=O)[O-]
  -1	/	-5
- Cn1nc(NC(=O)c2ccccc2C(F)(F)F)c2c1NC(=O)CC2c1cccs1 (configuration not stated)
  -14	-11	-4
- Cc1cc(NCC2CCCO2)n2nc(C(F)(F)F)c(-c3ccc(Cl)cc3)c2n1 (configuration not stated)
  1	-6	-2
- CCOC(=O)c1cccnc1-c1cccc(C(=O)O)c1
  /	-11	-6
- C=CCN1CCN(c2ncnc3c2CCN(C(=O)c2cccnc2)C3)CC1
  /	-2	1
- Cc1ccc(C)c(S(=O)(=O)N2CCN(c3ccc(C)nn3)CC2)c1
  -13	-10	-9
- COCCCN(Cc1ccc(OS(C)(=O)=O)cc1)C(=O)Nc1ccc(C(C)C)cc1
  8	-4	-3
- O=C(/C=C/c1cn(S(=O)(=O)c2cccc3ccccc23)c2ccccc12)N1CCc2ccccc2C1
  -7	-3	-6
- c1ccc(CNc2nc3nonc3nc2N2CCN(Cc3ccc4c(c3)OCO4)CC2)cc1
  8	/	0
- CC1CCCN(CC(=O)Nc2sc3c(c2C(N)=O)CCC3)C1 (configuration not stated)
  2	/	-10
- Cc1nc(C(F)(F)F)ccc1C(=O)N1CCN(c2nc3ccccc3nc2C)CC1
  15	/	-5
- COc1cc(CN(C)C(C)c2ccccn2)cc2c1OCO2 (configuration not stated)
  -20	-1	-1
- CC(C)C(=O)Nc1ccc(Sc2nncs2)cc1
  15	/	-17
- CNC(=O)c1ccc(CNC(=O)c2[nH]c3ccc(C)cc3c2C)o1
  8	-18	-2
- O=[N+]([O-])c1cccc(S(=O)(=O)NN=C2CCc3ccccc32)c1
  14	/	-5

A different layout for some results above.
Molecule | NPYLR7 ag | mcGAS inh | hcGAS inh
CC(c1ccccc1)N1CCN(C(=O)c2cccc3ccccc23)CC1 (configuration not stated) | 12 | -6 | -3
NC(N)=NCCN1CCCCCCC1 | -3&-4&-3 | -2 | -2&0&5
Cc1nn(-c2ccccc2)c(Cl)c1CN1CCCC1c1ccc(O)cc1 (configuration not stated) | 9 | / | -8
CCOC(=O)C1(C)CCCN1C(=O)c1cccc2ccccc12 (configuration not stated) | 1 | / | -18
Cc1cc(C(=O)N2CCC2(C)C(=O)NS(=O)(=O)c2ccccc2Cl)nn1C (configuration not stated) | -1 | / | 1
Nc1nc(N2CCCCCC2)nc(N2CCN(Cc3ccccc3)CC2)c1[N+](=O)[O-] | -1 | / | -5

Additional compounds.
Fields: NPYLR7 ag	mcGAS inh	hcGAS inh
- COc1ccc(C(=O)Nc2ccc(-n3nc(OCC(C)C)nc3-c3ccc(C(F)(F)F)cc3)cc2)c(OC)c1
  24	-8	-5
- CCc1noc(-c2ccc(CCNC(=O)N3CCC3)cc2)n1
  7	/	-15
- Cc1cc(NC(=O)C(C)Oc2ccccc2)n(-c2nc3c(cnn3-c3ccccc3)c(=O)[nH]2)n1 (configuration not stated)
  /	-5	-5
- CN(Cc1ccccc1)C1CCCN(Cc2cccc3nonc23)C1 (configuration not stated)
  7	/	-7
- Nc1ccc(OS(=O)(=O)c2ccc(Cl)c(N)c2)cc1
  1	/	-3
- CC(Sc1ncn[nH]1)C(=O)NC1(C#N)CCCCC1 (configuration not stated)
  3	-9	-6
- O=C(N[C@H]1CCN2C(=O)c3ccccc3NC(=O)[C@@H]2C1)[C@H]1CCCN1
  -10	-7	-7
- CCOC(=O)C1=C(COC(=O)CC(C)c2ccccc2)NC(=O)NC1c1ccc(OC)cc1 (configuration not stated)
  7	-2	-3
- NS(=O)(=O)c1ccc(C2CNC(=O)C2)cc1 (configuration not stated)
  -5	/	-8
- Fc1ccc(C(OCCCc2cnc[nH]2)c2ccc(F)cc2)cc1
  5	-4	-9
- CCOc1ccc(-n2c(C(C)N(CCc3ccc(OC)c(OC)c3)C(=O)c3ccc(Cl)cc3Cl)nc3ccccc3c2=O)cc1 (configuration not stated)
  -11	2	11
- CCn1c(C2CCN(Cc3ccc(OC)c(COC)c3)CC2)n[nH]c1=O
  -6	-12	-7
- C=C(C)Cn1c(SCC(=O)N/N=C\c2ccc(C(C)C)cc2)nnc1-c1ccc(Br)cc1
  -3	/	-3
- CCn1cc(-c2c(-c3ccccc3)ncn2CCN2CCCCC2CO)cn1 (configuration not stated)
  3	/	-10
- Cc1ccc(F)cc1S(=O)(=O)N1CCN(C(c2ccccc2)c2ccc(Cl)cc2)CC1 (configuration not stated)
  8	2	4
- CCNC(=O)Cn1c(=O)c2c(ncn2C2CCCC2)n(Cc2ccccc2)c1=O
  5	/	-3
- CCN(CC)CCCN1C(=O)C2C3C=CC(C3)C2C1=O (configuration not stated)
  9	/	1
- Cc1ccccc1C1N(c2nccs2)C(=O)C2CCCN21 (configuration not stated)
  4	-5	-4
- O=[N+]([O-])c1ccc(-n2cccc2)nc1
  21	/	-10
- COc1ccccc1-c1noc(COC(=O)C2CCCCC2)n1
  2	/	-8

(more compounds)
Fields: NPYLR7 ag	mcGAS inh	hcGAS inh
- COCCn1c(=O)c2c(nc3n(C(C)C)c(C)cn23)n(C)c1=O
  5	/	-3
- COc1ccccc1-n1c(-c2ccc(Cl)cc2)cc(C(=O)NCCCN2CCCCC2C)c1C (configuration not stated)
  2	-5	-6
- Cc1ccccc1CN1CCN(c2ncc(C(=O)NCCC(F)(F)F)s2)C1=O
  0	/	-13
- Cc1cn2c3c(=O)n(CCN4CCCCC4)c(=O)n(C)c3nc2n1-c1ccc(F)cc1
  10	/	-6
- CC(C)=CCC/C(C)=C/COc1ccc2oc3cc(O)cc(O)c3c(=O)c2c1
  -7	-7	-6
- CN(C)CC1(O)CCN(C(=O)c2ccc(C(C)(C)C)cc2)C1 (configuration not stated)
  14	/	-8
- COc1ccccc1/C=C1\CCCC2C1=Nc1nnnn1C2c1ccccc1OC (configuration not stated)
  5	/	5
- COc1ccc2[nH]c3c(c2c1)CCN(C(=O)c1ccccc1SC(F)F)C3c1ccc(COC(C)=O)o1 (configuration not stated)
  8	-7	-17
- COc1ccccc1NC(=O)C1CC(=O)N(CCc2ccccc2)C(=Nc2ccccc2)S1 (configuration not stated)
  1	-6	-7
- CCN(Cc1c(F)cccc1Cl)C(=O)C1CCN(C(=O)COC)CC1
  5	-19	-4
- Cc1cc(NC(=O)C(C)Oc2ccccc2)n(-c2ncnc3c2cnn3-c2ccc(F)cc2)n1 (configuration not stated)
  22	-11	-6
- CC(=O)c1cccc2c1OC(F)(F)C(=O)N2Cc1ccccc1Cl
  6	/	-1
- CCCCNC(=O)CC(c1ccc(OCc2ccccc2)cc1)c1c[nH]c2ccccc12 (configuration not stated)
  8	-4	-3
- C=CCn1c(=O)c2c(nc3n2CCCN3c2cccc(C)c2)n(C)c1=O
  /	-8	-10
- CCOc1ccc(-c2cc(C(=O)NCCOc3ccc(OC)cc3)c3ccccc3n2)cc1
  -5	-4	-7
- COc1ccc(CCNC(=O)c2cccnc2N2CCN(C(=O)c3cc(F)ccc3Cl)CC2)cc1OC
  10	-7	-6
- COC(=O)c1ccc(CN(Cc2ccc(OC)c(OC)c2)Cc2ccco2)o1
  -5	/	-5
- CCCCCCc1ccc(C(=O)N(CC(=O)N(CCc2c[nH]c3ccccc23)Cc2ccc(C)cc2)C(C)C)cc1
  /	-6	-6
- COc1ccc(C2C(=C(O)c3ccc(C)cc3)C(=O)C(=O)N2CCN2CCOCC2)cc1OC (configuration not stated)
  3	0	6
- COCc1c(Br)c(C)nc(OCC(=O)N/N=C\c2cccc(OCc3ccc([N+](=O)[O-])cc3)c2)c1C#N
  -9	-4	-6
- CCOC(=O)c1cc2cccnc2nc1Cl
  -3	/	-7
